Source: PubChem BioAssay (The Scripps Research Institute Molecular Screening Center)
FBW7 act: activators of human E3 ligase FBW7; AlphaScreen FBW7–phospho-cyclin E peptide binding, activator screen; actives 0.13% (n = 650,000); normalized activity (activation), % at 26.1 µM; in the data active means normalized activity above about 1.9%;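 further: purified mutant Fbw7 with reduced substrate affinity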
Target sequence (Q969H0 whole entry, looked up): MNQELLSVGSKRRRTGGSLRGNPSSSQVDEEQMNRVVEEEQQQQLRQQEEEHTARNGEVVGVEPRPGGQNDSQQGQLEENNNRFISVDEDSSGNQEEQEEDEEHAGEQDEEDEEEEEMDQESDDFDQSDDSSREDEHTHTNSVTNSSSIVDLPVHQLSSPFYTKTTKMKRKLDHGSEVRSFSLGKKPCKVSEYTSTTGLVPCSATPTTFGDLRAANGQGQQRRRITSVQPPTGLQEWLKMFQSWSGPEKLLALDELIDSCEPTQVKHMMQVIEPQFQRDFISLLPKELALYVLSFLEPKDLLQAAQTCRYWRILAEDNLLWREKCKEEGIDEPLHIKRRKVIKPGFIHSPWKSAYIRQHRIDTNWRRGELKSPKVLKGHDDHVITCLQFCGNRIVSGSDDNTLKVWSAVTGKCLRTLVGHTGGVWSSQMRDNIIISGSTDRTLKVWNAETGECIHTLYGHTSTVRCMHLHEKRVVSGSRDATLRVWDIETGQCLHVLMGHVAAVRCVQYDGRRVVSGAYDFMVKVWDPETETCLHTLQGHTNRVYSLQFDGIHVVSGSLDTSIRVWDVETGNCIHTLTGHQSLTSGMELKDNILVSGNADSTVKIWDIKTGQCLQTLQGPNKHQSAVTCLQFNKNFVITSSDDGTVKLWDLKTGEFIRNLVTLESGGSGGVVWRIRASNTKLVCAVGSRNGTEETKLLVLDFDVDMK
GPR151 activ: human GPR151 activation | activation, % at 11.2 µM | AID 1508602 | Q8TDV0 | PathHunter beta-arrestin GPR151 cells, luminescence | actives 1% (n = 650,000); in the data active means activation above about 4.9%;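 further: 0% = median of compound wells and 100% = cells with positive control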
Target sequence (Q8TDV0 whole entry, looked up): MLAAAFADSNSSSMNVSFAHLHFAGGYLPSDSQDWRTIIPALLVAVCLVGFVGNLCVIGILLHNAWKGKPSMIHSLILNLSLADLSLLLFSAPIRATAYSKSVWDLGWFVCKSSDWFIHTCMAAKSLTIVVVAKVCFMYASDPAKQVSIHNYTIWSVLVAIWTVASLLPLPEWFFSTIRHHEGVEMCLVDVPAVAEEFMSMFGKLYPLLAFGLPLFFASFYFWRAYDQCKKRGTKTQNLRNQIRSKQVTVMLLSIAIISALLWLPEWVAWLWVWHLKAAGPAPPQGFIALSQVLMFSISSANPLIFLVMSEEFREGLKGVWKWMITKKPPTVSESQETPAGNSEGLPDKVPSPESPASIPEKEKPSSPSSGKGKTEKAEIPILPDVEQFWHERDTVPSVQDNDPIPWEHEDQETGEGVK
MITF inh: human MITF inhibition, primary screen; O75030; AlphaScreen MITF homodimerization, bead proximity signal; inhibition, % at 2.6 µM; actives 0.91% (n = 650,000); AID 1259374; in the data active means inhibition above about 50%;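 further: 0% = vehicle wells with protein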
TEAD-YAP block: TEAD-YAP interaction inhibition | AID 1259422 | inhibition, % at 9.12 µM | actives 1.4% (n = 640,000) | HEK-TIYL cells, TEAD-Gal4/YAP UAS-luciferase luminescence; in the data active means inhibition above about 32%;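 further: 0% = median of test compound wells and 100% = reference inhibitor wells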
* marks the source's active call; other numbers are inactive results; . = no result given; & = joins results of further samples.

Results follow in this order: FBW7 act, GPR151 activ, MITF inh, TEAD-YAP block
> Cc1noc(C)c1-c1nc(NCCc2ccc(O)cc2)c2ncn(-c3ccccc3)c2n1
    -0.1, 0.5, -7, 2
> O=C(NCc1cccnc1)c1c[nH]c2c(Cl)cccc2c1=O
    0.1, -0.1, 10, -28
> CC1=C(C(=O)OC2CCCCC2)C(c2cccc(I)c2)C2=C(CCCC2=O)N1 (configuration not stated)
    -0.1, 0.4, -9, -1
> COc1ccc(/C=c2\sc3nc(-c4ccc(OC)c(OC)c4)nn3c2=O)cc1OC
    0.2, -0.4, 16, 4
> COc1ccc(N(C)S(=O)(=O)c2cccc3nsnc23)cc1
    -0.2, 1.6, -3, 4
> CCN1CCN(c2cc(C)c3cc(NC(=O)/C=C/c4ccc(OC)cc4)ccc3n2)CC1
    0.1, 0.4, 2, -2
> Cc1ccccc1S(=O)Cc1ccc(C(=O)N2CCCC2)o1 (configuration not stated)
    0.3, -0.7, 3, 3
> OCc1cccc(-c2cnn3c(N4CCC[C@H]4CO)ccnc23)c1
    -0.3, 1.5, -15, 66*
> CCOc1ccc(NC(=O)C2C3C=CC4(O3)C2C(=O)N(C2CCCCCCC2)C4C(=O)NC2CCCCC2)cc1 (configuration not stated)
    0.6, -1.1, 4, 4
> CCC(=O)Nc1ccc2nc(SCC(=O)NCc3ccco3)sc2c1
    0.2, -2.0, 18, -1
> CCOC(=O)C1CCCN(c2c(N3CCCC3)c(=O)c2=O)C1 (configuration not stated)
    -0.1, 0.2, -7, 0
> COc1cccc(C(=O)Nc2nc(-c3ccc(Br)s3)cs2)c1OC
    0.2, -0.3, 7, -9
> N#Cc1cnn(-c2ncnc3sc4c(c23)CCC4)c1N
    -0.1, -0.8, 0, 0
> O=C1C2C3C=CC(C3)C2C(=O)N1c1ccccc1I (configuration not stated)
    0.1, 0.0, 19, 4
> COc1cc(NC(=O)CCCNC(=O)Cn2cnc3sc4c(c3c2=O)CCCC4)cc(OC)c1OC
    -0.1, -1.7, -5, -8
> O=C(C1CCC1)N1CCC(O)(c2cccc(F)c2)CC1
    -0.1, -0.6, 6, 5
> CCOC(=O)C1=C(c2ccccc2)N=c2s/c(=C\c3cccc(O)c3)c(=O)n2C1c1cc(C(C)C)c(OC)cc1C (configuration not stated)
    0.9, -0.8, -4, 4
> COCCNCC(=O)Nc1ccc(N2CCCCC2)cc1
    0.0, 0.3, 61*, 3
> CCCc1c(C)nc2ccc(OC)cc2c1SCCC(=O)O
    -0.1, -1.0, 8, 1
> O=C(CSc1ncn[nH]1)Nc1ccc(S(=O)(=O)N2CCOCC2)cc1
    0.0, -0.2, 8, 4
> Cc1cc(Br)ccc1NC(=O)c1ccc(C#N)cc1F
    -0.2, 13*, -14, -6
> O=C(CCCCC(=O)Nc1c(I)cc(I)c(C(=O)O)c1I)Nc1c(I)cc(I)c(C(=O)O)c1I
    -0.1, -0.5, 5, .
> CC(C)NS(=O)(=O)Nc1ccccc1C(=O)O
    0.0, -0.5, 6, 5
> CC1CCN(c2nc(Cl)nc(NCc3ccco3)n2)CC1
    -0.1, -0.2, 10, -2
> Cc1ccc(NC(=O)c2cc(-c3ccc(Cl)cc3)nc3c(C)cccc23)cc1
    -0.1, -0.5, -4, 3
> Cc1sc(NC(=S)Nc2ccccc2)c(C(N)=O)c1C
    -0.1, 1.3, -4, -4
> CC(=O)c1cccc(N=Cc2ccc([N+](=O)[O-])cc2)c1
    -0.2, -0.5, 0, 6
> Cc1ccsc1C1C2=C(CC(C)(C)CC2=O)Nc2c1c(=O)n(C)c(=O)n2C (configuration not stated)
    -0.6, 4.4, 2, 1
> O=C(/C=C1\SC(=O)NC1=O)Nc1ccccc1
    0.1, 0.3, 0, 8
> C=CCc1ccc(OC(C)C(=O)Nc2sc3c(c2C#N)CCC3)c(OC)c1 (configuration not stated)
    0.0, 1.1, -2, -1
> COc1ccc(NC(=O)CN2CCOCC2)cc1
    -0.1, -0.3, 38, 3
> CCn1c(=NC(=O)c2ccc(Br)s2)sc2cc(NC(C)=O)ccc21
    -0.1, 4.0, -13, -11
> CC(NC(=O)C1CC1)c1nnc2n1CCN(Cc1ccsc1)CC2 (configuration not stated)
    0.1, -0.9, 5, -2
> O=C(c1ccc([N+](=O)[O-])cc1Cl)N1CCCCC1
    0.0, 0.4, -2, 4
> O=C(NCCC1=CCCCC1)c1ccc2c(c1)NC(=O)C(CSCc1ccccc1Cl)N2 (configuration not stated)
    -0.1, -0.2, 4, 8
> Cc1cc(-c2csc(Nc3ccc(O)c(C(=O)O)c3)n2)ccc1F
    -0.1, -1.0, 1, 3
> Clc1ccc(-c2nnc(-c3ccncc3)o2)c(Cl)c1
    0.0, -1.1, 2, -63
> Cc1ccc(S(=O)(=O)N(CC(=O)N2CCCC2)CC(=O)N2CCCC2)cc1
    0.0, 1.1, 10, 2
> CCOc1ccc(/C=N/NC(=O)CNC(=O)C(c2ccccc2)c2ccccc2)cc1
    0.0, -0.3, 10, 4
> COc1ccccc1C1CC(c2ccc(Br)cc2)Nc2nc(N)nn21 (configuration not stated)
    0.0, 0.2, 16, 6

6 compounds from above, limited to GPR151 activ, FBW7 act and MITF inh:
smiles,GPR151 activ,FBW7 act,MITF inh
CC(NC(=O)C1CC1)c1nnc2n1CCN(Cc1ccsc1)CC2 (configuration not stated),-0.9,0.1,5
Cc1cc(-c2csc(Nc3ccc(O)c(C(=O)O)c3)n2)ccc1F,-1.0,-0.1,1
COc1ccccc1C1CC(c2ccc(Br)cc2)Nc2nc(N)nn21 (configuration not stated),0.2,0.0,16
CCn1c(=NC(=O)c2ccc(Br)s2)sc2cc(NC(C)=O)ccc21,4.0,-0.1,-13
COc1ccc(NC(=O)CN2CCOCC2)cc1,-0.3,-0.1,38
Cc1ccc(S(=O)(=O)N(CC(=O)N2CCCC2)CC(=O)N2CCCC2)cc1,1.1,0.0,10

New compounds follow.
Results follow in this order: FBW7 act, GPR151 activ, MITF inh, TEAD-YAP block
> Cc1ccccc1N1C(=O)/C(=C\N2CCCCC2)c2ccccc2C1=O
    0.0, -1.2, 7, 7
> Cc1[nH]nc(Nc2ccccc2C(=O)O)c1[N+](=O)[O-]
    -0.1, 0.2, 7, -3
> COc1ccc(S(=O)(=O)c2cc3cc(Cl)ccc3oc2=O)cc1OC
    -0.2, -1.0, 13, 13
> O=C([C@H](O)C1CCCCC1)N1CCCN(S(=O)(=O)c2cccc3cnccc23)CC1
    0.3, 0.7, 4, 2
> N#Cc1c(-c2cccs2)cc(-c2cccs2)nc1SCCCC(=O)c1ccc(F)cc1
    0.0, 0.9, -4, 7
> CSC(=NC(C)c1ccccc1)NS(=O)(=O)c1cccs1 (configuration not stated)
    0.0, 0.6, 8, 2
> CCOc1ccc(C2NC(=O)NC(C)=C2C(=O)OCCSCC)cc1 (configuration not stated)
    0.0, 1.2, 0, 5
> CCc1ccc(NC(=O)CSc2ccc3nnc(-c4cccnc4)n3n2)cc1
    0.1, 0.1, 1, -9
> CCOC(=O)c1cc(O)c(C(=O)OCC)cc1O
    1.1, 1.1, -4, -4
> O=C(NCc1cccnc1)c1ccc2nc(NC3CCN(Cc4ccccc4)CC3)sc2c1
    0.0, -1.3, 6, -9
> CCOC(=O)c1sc(NC(=O)c2ccccc2[N+](=O)[O-])nc1-c1ccccc1
    -0.1, -1.2, -6, 15
> CCOc1ccc(NC(=O)CSc2nc3c(sc(=S)n3-c3ccccc3)c(=O)n2-c2ccc(OC)c(OC)c2)cc1
    1.4, -0.5, 17, -3
> CC(=O)Nc1nnc(C2COc3ccccc3O2)o1 (configuration not stated)
    0.1, 4.2, -4, 3
> C=CCN1C(=O)S/C(=C/c2cccc(C)c2)C1=O
    -0.1, -1.1, -12, -28
> Cc1cccc(Nc2ncnc3c2cnn3C)c1C
    0.2, -1.4, 4, -1
> COc1ccc2oc(=O)c(C(=O)N3CCN(Cc4ccccc4)CC3)cc2c1
    0.9, -2.0, 15, 10
> COc1cc(NC(=O)C/C(C)=N/NC(=O)C(C)C)c(OC)cc1Cl
    -0.2, 0.2, 2, -17
> O=C(c1ccc2c(=O)n(-c3ccc(F)cc3)c(=S)[nH]c2c1)N1CCCC1
    0.0, 0.7, -10, 2
> CCOC(=O)C1=C(C)N=c2s/c(=C\c3ccc(-c4ccc([N+](=O)[O-])cc4)o3)c(=O)n2C1c1ccc(Cl)cc1 (configuration not stated)
    0.4, -0.5, 6, -4
> CC1CCCC(NC(=O)c2cccc(NC3=NC4CS(=O)(=O)CC4S3)c2)C1C (configuration not stated)
    0.0, 2.0, 0, -9
> Cc1ccc(CN[C@H]2C[C@H]3C(=O)N[C@@H](C)C(=O)N3C2)cc1C
    1.0, -0.5, 10, 7
> Oc1cccc2ccc(Nc3ccccc3)nc12
    -0.4, -1.2, 7, -20
> O=C(NC(Cc1ccccc1)C(=O)O)NC12CC3CC(CC(C3)C1)C2 (configuration not stated)
    0.0, -0.7, 10, -10
> COc1cc(NC(=O)c2ccc([N+](=O)[O-])cc2)ccc1NC(=O)c1cc2ccccc2o1
    0.1, 0.0, -4, -5
> Cc1ccc(-c2nc3ccccc3c(=O)n2NC(=O)c2ccc(Br)cc2)cc1C
    -0.1, 0.0, -15, -2
> O=C1CSC(c2ccc([N+](=O)[O-])cc2)N1c1ccc(Oc2ccc(Cl)cc2)cc1 (configuration not stated)
    -0.4, 1.5, -2, 8
> Cc1cc2ncn(S(=O)(=O)c3ccc(S(=O)(=O)N4CCCCC4)cc3)c2cc1C
    0.8, 7.7*, 16, -6
> COc1ccc(S(=O)(=O)NC(CC(=O)NCCC(C)C)c2ccco2)cc1 (configuration not stated)
    0.0, -2.0, 11, 12
> O=C(N1CCN(c2ccccc2Cl)CC1)C1(c2cc(-c3cccs3)on2)CC1
    -0.2, 0.7, 3, -2
> COc1ccc(CN(CCC2(c3ccccc3)CC(C)N(C)CC2C)C(C)=O)cc1 (configuration not stated)
    -0.2, 0.9, 6, 7
> COc1ccc2c(c1)C1NC(=S)N(c3cccc(C)c3)C(C)(O2)C1C(=O)Nc1ccc(C)cc1C (configuration not stated)
    -0.2, 0.6, 57*, 6
> O=c1c2c(-c3ccc(F)cc3)csc2[nH]c(=S)n1-c1ccccc1
    -0.2&0.1, 0.0&-1.1, 10&-3, 0&3
> COc1ccc(OC)c(NC(=O)c2cc3nc(-c4ccc5c(c4)OCO5)cc(C(F)(F)F)n3n2)c1
    0.0, -0.9, 2, 0
> CCOC(=O)C1=C(N)N(c2ccccc2)C2=C(C(=O)CCC2)C1c1ccc(Br)s1 (configuration not stated)
    0.0, 0.8, -6, 9
> CCOP(=O)(CN(CCc1ccccc1)C(=S)Nc1cccc(SC)c1)OCC
    0.0, 0.0, 9, 2
> Cc1cc(C)c(C)c(C2=NON3N(C(=O)c4ccc(-c5ccccc5)cc4)c4ccccc4N23)c1C
    0.0, 0.3, -2, -4
> Cc1cc(C=O)c(C)n1-c1cc(C(F)(F)F)ccc1N1CCOCC1
    0.1, 0.1, 17, 3
> O=C(Nc1ccccc1O)c1ccc(C(=O)c2ccccc2)o1
    -0.1, -0.4, 13, -50
> CCNCCC1CCC(=O)N1CCc1nc2ccc(Cl)cc2[nH]1 (configuration not stated)
    0.0, -2.0, -6, 2
> Cc1nn(C)c(Cl)c1S(=O)(=O)N1CCCC(C(=O)c2cccc(OC(C)C)c2)C1 (configuration not stated)
    -0.2, -1.7, -3, -4

Full records, quoted from the list. Order of values: FBW7 act	GPR151 activ	MITF inh	TEAD-YAP block
`CC(=O)c1cccc(N=Cc2ccc([N+](=O)[O-])cc2)c1` across the screens: -0.2	-0.5	0	6
`COc1cccc(C(=O)Nc2nc(-c3ccc(Br)s3)cs2)c1OC` across the screens: 0.2	-0.3	7	-9

(further entries)
Results follow in this order: FBW7 act, GPR151 activ, MITF inh, TEAD-YAP block
> CCCCC1(Nc2ccc(C)cc2)C(=O)N(c2ccccc2)N(c2ccccc2)C1=O
    -0.3, 0.0, -8, -1
> O=C(Nc1nc(-c2ccccn2)cs1)c1nc2ccccc2s1
    -1.6, 0.9, 31, -1
> Cc1ccc(-c2ncccc2O)cc1[N+](=O)[O-]
    0.1, -1.4, 9, -7
> COC(=O)c1ccccc1NC(=O)CSc1nc2ccsc2c(=O)n1NC(=O)c1cccc(Br)c1
    0.3, 0.5, 13, 0
> COc1ccc(C(=O)Nc2nc(C(F)(F)F)c(-c3ccc(F)cc3)s2)cc1OC
    -0.2, 1.3, -1, 2
> COc1ccc(/C=C/c2nn3c(Cc4ccccc4)nnc3s2)cc1
    0.1, -0.8, 17, -12
> CNC(=O)CSc1ncnc2c1cnn2-c1ccc(Cl)cc1
    -0.2, 2.4, -3, 0
> O=C(COc1ccc(C(=O)c2ccc(F)cc2)cc1)Nc1ccc2c(c1)OCCO2
    -0.1, 2.7, -1, 8
> CCNc1nc(NCCc2ccc(OC)cc2)c2ncn(Cc3ccc(C(F)(F)F)cc3)c2n1
    0.1, 3.0, 10, 12
> COc1ccc(C(=O)NCc2ccc(C)cc2)c(OC)n1
    -0.2, 0.4, 3, -10
> COc1cccc(C=O)c1OC(=O)c1ccc(Cl)cc1
    1.5, 0.0, 1, 6
> Cn1c(=O)[nH]c(=O)c2c1nc(NC1CCCCC1)n2CCCOc1ccccc1
    0.2, 1.7, -2, 1
> Cc1cc(NCCCO)n2nc(-c3cccs3)cc2n1
    0.0, -0.7, 1, -2
> CC1=NC(C(F)(F)F)(C(F)(F)F)c2c(n(-c3ccc(Cl)cc3)c(=O)[nH]c2=O)N1
    0.1, -0.2, 2, 9
> CCOc1ccc(CN2CCN(Cc3ccc(C#CCCO)cc3)CC2CCO)cc1 (configuration not stated)
    -0.2, -0.2, 6, -11
> CCOC(=O)CCC(=O)Nc1ccc(S(=O)(=O)Nc2ccc(F)cc2)cc1
    -0.1, 0.1, 1, -1
> CC(C)NC(=O)c1cccc(NC(=O)Nc2ccc(-c3ccnc(N)n3)cc2)c1
    0.4, -1.2, -6, -5
